EP2 mod: modulators of human EP2 prostaglandin E2 receptor. EP2-expressing cells, cAMP HTRF FRET, PGE2 co-stimulation. induction, % at 25 µM. 260,000 compounds, 0.83% hits. AID 940;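 active = compounds whose cAMP rise, as percent of the full-agonist control response, exceeds 60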;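 also: rat C6 glioma line stably carrying human EP2 under a CMV promoter; the protocol text gives 20 µM as final concentration; 100% = response of wells given 1 µM PGE2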
Target sequence (P43116 whole entry, looked up): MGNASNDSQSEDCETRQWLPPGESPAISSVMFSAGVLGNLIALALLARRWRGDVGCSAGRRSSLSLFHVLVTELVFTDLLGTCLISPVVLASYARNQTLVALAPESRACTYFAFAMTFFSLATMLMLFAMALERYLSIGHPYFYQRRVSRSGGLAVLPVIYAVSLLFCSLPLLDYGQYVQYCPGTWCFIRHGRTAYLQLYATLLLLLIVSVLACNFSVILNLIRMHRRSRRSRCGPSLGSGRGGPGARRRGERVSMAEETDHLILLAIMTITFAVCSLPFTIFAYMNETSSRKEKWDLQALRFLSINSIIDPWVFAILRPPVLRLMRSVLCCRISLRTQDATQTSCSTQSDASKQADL
PERK inhibitor: human PERK inhibition, primary cell-based screen. Q9NZJ5. CHO PERK-DD fusion, SEAP luminescence translation reporter. inhibition, % at 5.6 µM. 220,000 compounds, 0.17% hits. AID 1416;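 active = inhibition above the mean inhibition of all tested compounds plus 3 SD, set separately per screening campaign, cut at about 2.9% in these data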;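 also: PERK kinase domain activated by AP20187 dimerizer at 100 nM; 0% = DMSO with dimerizer and 100% = rapamycin at 8.4 µM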
TRPML3 ag: human mucolipin-3 channel agonism. Q8TDD5. 220,000 compounds, 0.29% hits. HEK293 TRPML3-YFP, Fluo-8 calcium fluorescence; 100% = the carbachol control signal. activation, % at 3 µM. AID 1448;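 active = activation above its plate's cutoff, the mean activation of the plate's test wells plus 3 SD, cut at about 12% in these data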;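 also: 0% = DMSO only wells and 100% = carbachol wells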
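Material: HEK293 cells stably carrying human TRPML3-YFP; compound dosing: single dose, 3 µM final nominal compound, 0.3% DMSO final; incubation: 1-h 37 °C dye load, 5-s basal, 120-s post-compound reads; technique: Fluo-8 intracellular calcium fluorescence, excitation 470-495 nm, emission 515-575 nm; read-out basis: percent activation from peak-to-basal fluorescence ratio, scaled between DMSO and carbachol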
Ba/F3 V617F tox: lowers viability of Ba/F3 cells expressing EpoR and JAK2V617F; ATP luminescence; inhibition, % at 5.6 µM; 220,000 compounds, 1.1% hits; AID 1446;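 active = inhibition above the campaign mean plus 3 SD over all tested compounds, cut at about 24% in these data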;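 also: cytokine-independent growth of Ba/F3 cells driven by EpoR plus mutant JAK2; 0% = DMSO-treated cells and 100% = JAK inhibitor I control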
S1P4 ag: activates the human S1P4 receptor. 220,000 compounds, 0.35% hits. activation, % at 4.98 µM. S1P4-expressing cell line, agonist reporter assay. O95977; in the data active = activation above about 11%;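 also: 0% = DMSO vehicle and 100% = reference agonist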
Target sequence (O95977 whole entry, looked up): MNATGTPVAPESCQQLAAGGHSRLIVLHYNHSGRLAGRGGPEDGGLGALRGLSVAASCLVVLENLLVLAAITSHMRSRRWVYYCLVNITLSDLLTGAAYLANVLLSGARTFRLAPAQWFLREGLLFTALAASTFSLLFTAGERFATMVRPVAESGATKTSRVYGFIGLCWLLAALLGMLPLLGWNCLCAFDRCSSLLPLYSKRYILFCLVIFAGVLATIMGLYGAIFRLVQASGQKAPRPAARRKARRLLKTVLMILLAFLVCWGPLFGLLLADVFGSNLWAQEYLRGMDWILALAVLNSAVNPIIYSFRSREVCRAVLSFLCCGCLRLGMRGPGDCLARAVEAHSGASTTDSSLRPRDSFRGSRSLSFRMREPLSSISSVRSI
Calpain2 inh: calpain II (pig) inhibition; 220,000 compounds, 0.37% hits; AID 1236; purified calpain II, fluorogenic peptide substrate, 30 min; inhibition, % at 16 µM;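 active = inhibition above about 50%, limit read from the data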
BaF3 parental: counter-screen for JAK2V617F inhibitors: parental Ba/F3 viability inhibitors | CellTiter-Glo ATP luminescence | inhibition, % at 5.6 µM | 220,000 compounds, 1.1% hits | AID 1486;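 active = inhibition above a per-campaign cutoff, the mean inhibition of all tested compounds plus 3 SD, cut at about 27% in these data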;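 also: 0% = DMSO wells and 100% = JAK Inhibitor I control wells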
S1P4 antagonist: human S1P4 receptor antagonism | O95977 | S1P4-expressing cells, antagonist mode, reporter read-out | inhibition, % at 4.98 µM | 220,000 compounds, 0.26% hits; in the data active = inhibition above about 29%;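 also: 0% = wells stimulated with agonist and 100% = vehicle wells without agonist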
zfTRPN1 agonist: activates the zebrafish TRPN1 channel. HEK293 zebrafish TRPN1-YFP, Fluo-8 calcium fluorescence; 100% = response to 87 µM carbachol. activation, % at 3 µM. 220,000 compounds, 0.18% hits. AID 1424;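 active = activation above its plate's cutoff, the mean activation of test wells on that plate plus 3 SD, cut at about 19% in these data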;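 also: 0% = DMSO alone and 100% = 87 µM carbachol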
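System: zebrafish TRPN1-YFP in HEK293 cells / Dosing: 3 µM single point / Timing: dye loading 1 h at 37 °C, then 30 min room temperature / Signal: Fluo-8 calcium fluorescence, excitation 470-495 nm, emission 515-575 nm / Read-out basis: percent activation from peak over basal fluorescence ratio, control-normalized / Control set: high carbachol 87 µM, low DMSO alone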
Numbers without * were called inactive; i = inactive; / = no result given; & = joins results of further samples.

SMILES | EP2 mod | PERK inhibitor | TRPML3 ag | Ba/F3 V617F tox | S1P4 ag | Calpain2 inh | BaF3 parental | S1P4 antagonist | zfTRPN1 agonist
COc1cccc(OCC(O)CN2CCN(c3ccccn3)CC2)c1 (centres undefined) | 9 | -0.3 | -0.2 | 5 | -0.1 | 16 | 6 | -7 | 0.7
CN1CCN(S(=O)(=O)c2ccc(N3CCN(C(c4ccccc4)c4ccccc4)CC3)nc2)CC1 | 40 | 1.7 | 0.5 | 1 | -0.2 | -100 | 4 | -16 | 0.4
COc1ccc(/C=C/C(=O)Nc2ccc3nc4n(c(=O)c3c2)CCCC4)cc1 | -16 | 1.4 | 0.9 | 1 | 1.4 | i | 12 | -4 | 0.8
Nc1ccc(Sc2cnn(-c3ccccc3)c(=O)c2Cl)cc1 | -27 | 0.2 | -0.5 | 1 | 5.3 | 32 | 2 | 5 | -1.9
CC1CCCC(N2CCN(C(=O)c3cccc(F)c3)CC2)C1 (centres undefined) | 0 | 0.8 | 1.6 | 4 | 1.7 | -32 | 4 | -3 | 0.2
CC1CCCCC1NC(=O)c1ccc2c(c1)[nH]c(=O)n2C1CCCC1 (centres undefined) | -6 | -1.2 | 0.4 | 1 | -0.1 | 21 | 6 | -7 | 1.3
O=c1c2cc3ccccc3n2cnn1Cc1ccccc1F | 0 | 0.9 | -0.7 | -1 | 0.3 | 15 | 6 | 17 | 0.6
O=C(NC(NC(=S)Nc1ccccc1Cl)C(Cl)(Cl)Cl)c1cccc(Cl)c1 (centres undefined) | 6 | 0.4 | 4.1 | -1 | 3.1 | -21 | 7 | -1 | 11
CC(C)C1Nc2c(C(=O)O)cccc2C(Nc2ccccc2C(=O)O)C1(C)C (centres undefined) | -14 | 1.1 | -0.3 | -1 | -0.1 | -145 | 3 | -12 | -0.5
S=c1nc[nH]c2c1[nH]c1ccccc12 | 83* | 0.9 | 0.5 | 2 | -1.4 | -1 | 1 | -16 | 1.3
CC(=O)c1cccc(NC(=O)Cn2nc(-c3ccccc3Cl)ccc2=O)c1 | -79 | -0.4 | 0.2 | 3 | 1.3 | 9 | 2 | -16 | 1.8
C=CCn1c(SCC(N)=O)nnc1-c1ccccc1O | 4&-24 | 1.4 | 0.7 | 1 | 1.0 | 0 | -1 | 4 | 0.7
O=[N+]([O-])c1cccc(/C=N\N=C2c3ccccc3-c3ccccc32)c1O | -25 | 1.6 | 0.3 | -3 | 0.2 | 61* | 5 | -9 | -0.1
NC(=O)C1CC(O)CN1c1nc(CN2CCOCC2)nc2scc(-c3ccccc3)c12 (centres undefined) | -6 | 0.3 | 0.3 | -3 | 0.2 | -31 | -1 | -5 | 0.4
COc1nc(N)c(S(=O)(=O)c2ccccc2C)cc1C#N | 6 | 0.3 | 0.9 | -1 | -0.5 | -4 | 4 | -9 | -0.1
CCS(=O)(=O)NCCc1cc2ccc(C)cc2[nH]c1=O | 27 | -0.5 | 0.3 | -6 | -1.2 | -11 | -3 | -1 | -0.9
COc1ccc(N(C(=O)COc2ccccc2)C2C=CS(=O)(=O)C2)c(OC)c1 (centres undefined) | 1 | -1.2 | -0.4 | -5 | -1.3 | -42 | 0 | 6 | -1.0
CC1(C)CN(c2ccccc2)N(Cc2ccc(F)cc2)C1=O | 14 | -1.0 | -1.4 | 4 | -4.6 | -1 | 9 | -5 | -0.1
CC1(C)CC(NC(=O)CSc2ccccc2)CC(C)(C)N1 | 4 | 0.2 | 0.9 | -1 | 1.3 | -18 | 0 | -13 | -0.1
COC(=O)Cn1cc(/C=C/[N+](=O)[O-])c2ccccc21 | -61 | 0.0 | 0.5 | -3 | 2.5 | -16 | -2 | -20 | 1.2
COc1ccc(NC(=O)CSc2nnc(Cn3cnc4ccccc43)o2)cc1 | 13 | 1.4 | 1.4 | -2 | -0.4 | -21 | 7 | -6 | -0.4
COC(=O)C1C2C=CC3(CN(C4CCCC4)C(=O)C13)O2 (centres undefined) | -3&1 | -0.2 | -0.3 | 1 | 0.3 | -31 | -1 | -28 | -0.2
COC(=O)c1c(NC(=O)C2CC(=O)NN2Cc2ccccc2)sc(C)c1C (centres undefined) | 4 | -0.3 | -0.1 | 0 | -0.5 | -19 | 2 | -21 | -1.3
O=C(/C=C/c1cccc(F)c1)N(c1ccccn1)C1CCCCC1 | 2 | -0.6 | 0.7 | -3 | 0.3 | -1 | 2 | -4 | -0.1
COc1ccc(C2C(C(=O)N3CCC(C(N)=O)CC3)CC(=O)N2c2ccc(OC)cc2)cc1 (centres undefined) | 28 | 1.4 | 1.3 | -1 | 1.2 | -19 | 0 | -15 | 1.5
NS(=O)(=O)c1ccc(NNC(=O)c2ccccc2)cc1 | 24 | -0.1 | 1.1 | -3 | 1.3 | 2 | 4 | 3 | 0.6
CCn1c(CC(=O)Nc2cccc(OC)c2)nnc1SCC(=O)Nc1nccs1 | 31 | 0.8 | -0.2 | -6 | -0.6 | -62 | 1 | -11 | 0.0
CC(/C=N\NC(=O)c1cccnc1)c1ccccc1 (centres undefined) | / | 0.4 | 1.0 | 1 | 0.1 | / | 7 | -27 | 1.1
CCOC(=O)C1CCN(c2c(C(=O)c3ccccc3)cnc3ccc(CC)cc23)CC1 | 77* | 0.3 | 0.0 | -2 | 0.6 | 23 | -1 | -19 | -2.4
O=c1cc(-c2ccc(F)cc2F)[nH]c2ccccc12 | 10 | 0.3 | 0.9 | 2 | 0.9 | 18 | 7 | 12 | 0.7

Quoted at random: three entries already listed, in no set order.
SMILES | EP2 mod | PERK inhibitor | TRPML3 ag | Ba/F3 V617F tox | S1P4 ag | Calpain2 inh | BaF3 parental | S1P4 antagonist | zfTRPN1 agonist
CC1(C)CC(NC(=O)CSc2ccccc2)CC(C)(C)N1 | 4 | 0.2 | 0.9 | -1 | 1.3 | -18 | 0 | -13 | -0.1
O=C(/C=C/c1cccc(F)c1)N(c1ccccn1)C1CCCCC1 | 2 | -0.6 | 0.7 | -3 | 0.3 | -1 | 2 | -4 | -0.1
CCOC(=O)C1CCN(c2c(C(=O)c3ccccc3)cnc3ccc(CC)cc23)CC1 | 77* | 0.3 | 0.0 | -2 | 0.6 | 23 | -1 | -19 | -2.4

(continued)
SMILES | EP2 mod | PERK inhibitor | TRPML3 ag | Ba/F3 V617F tox | S1P4 ag | Calpain2 inh | BaF3 parental | S1P4 antagonist | zfTRPN1 agonist
O=[N+]([O-])C(=C1NCCN1)C(Cl)=C(Cl)Cl | 28 | 0.8 | 1.1 | -4 | 0.7 | -13 | 5 | 1 | 1.0
Cc1cc(NC(=O)CN2C(=O)NC(C)(c3ccc(Cl)cc3)C2=O)no1 (centres undefined) | -6 | 0.1 | 1.9 | -1 | 0.5 | 2 | -1 | 2 | 4.8
COC(=O)[C@@H]1CC[C@H](C)[C@@H](c2ccc(C)cc2)N1C(=O)c1ccc(/C=N/O[C@@H](C)c2cn([C@H](CO)Cc3ccccc3)nn2)cc1 | -9 | -0.9 | 1.3 | 6 | 0.2 | -9 | 10 | -12 | 1.1
O=C(NCc1ccco1)C(c1ccncc1)N(C(=O)Cc1cccs1)c1ccccc1 (centres undefined) | 13 | -0.6 | 0.2 | 2 | -1.3 | 18 | 6 | -26 | 0.0
Cc1c(NC(=O)N(C)C)c(=O)n(-c2ccccc2)n1C | -4 | 1.1 | -0.3 | -1 | 0.4 | -5 | 4 | 1 | 0.7
N/C(=N/OC(=O)c1cccc([N+](=O)[O-])c1)c1cccc([N+](=O)[O-])c1 | -28 | 0.9 | -0.2 | 2 | 2.5 | -16 | 6 | -17 | -0.5
O=C(Cc1ccc(Cl)cc1)NNS(=O)(=O)c1ccc([N+](=O)[O-])cc1 | 17 | -0.2 | 0.1 | 1 | 0.9 | 24 | 6 | -4 | 1.1
COc1cccc(/C=N/NC(=O)c2ccccc2)c1OS(=O)(=O)c1ccccc1 | -44 | -1.0 | -0.2 | -2 | -1.9 | 6 | 2 | -2 | 0.1
CCn1c(=O)n(CC(=O)Nc2cc(OC)ccc2OC)c(=O)c2ccccc21 | -19 | -0.9 | 0.3 | -2 | 1.4 | 17 | 3 | 9 | -0.3
O=C(NC1CCCC1)C1CCCN1C(=O)Nc1ccccc1 (centres undefined) | -10 | 1.8 | 0.1 | -1 | -0.8 | 10 | 0 | 5 | 0.1
N#Cc1ccc(N2CCN(c3ccc(F)cc3)CC2)cc1 | 19 | 0.3 | 0.1 | 1 | 1.7 | -14 | 3 | -21 | 0.3
Cc1ccc(NC2=NCC(=O)N2C2CCCC2)cc1C | 39 | 0.0 | -0.4 | 4 | 0.6 | 16 | 11 | 0 | -1.9
COc1ccc(/C=C/C(=O)NC(=S)NNC(=O)c2ccco2)cc1 | 5 | 0.1 | 0.0 | -1 | -0.8 | -44 | 6 | -6 | 1.7
Cc1ccccc1Nc1nc(-c2sc(NC(=O)c3ccc([N+](=O)[O-])cc3)nc2C)cs1 | 13 | -1.3 | 0.3 | -1 | -1.2 | -170 | 4 | 10 | -0.1
O=C1CCCN1CCCNc1ccc(S(=O)(=O)N2CCCCC2)cn1 | 12 | 0.2 | 0.8 | -5 | 1.7 | -44 | 8 | 0 | 1.1
O=C(NCC1CCCO1)C1CC(=O)N(C2CCCC2)C1 (centres undefined) | 32 | 0.7 | 1.0 | 1 | 0.1 | -29 | 7 | 0 | 0.5
c1ccc(Cc2nnc3sc(-c4ccco4)nn23)cc1 | 3 | 0.2 | -0.2 | -3 | 0.3 | -74 | 2 | -17 | 0.2
Cc1ccc(/C=C/C(=O)NCCCN2CCN(CCCNC(=O)/C=C/c3ccc(C)o3)CC2)o1 | 4 | -0.5 | -0.6 | -1 | -0.8 | 27 | 6 | -30 | 0.2
CCOC(=O)c1sc(NC(=O)c2ccc(S(=O)(=O)N3CCCCC3)cc2)nc1-c1ccccc1 | -2 | 0.1 | 0.3 | 2 | 0.2 | -87 | 3 | -21 | -0.3
CC(=O)N1CCC(N(CCN2CCOCC2)C(=O)Nc2ccc(Cl)c(Cl)c2)CC1 | / | 0.4 | 0.5 | -4 | -2.0 | / | 5 | 0 | 0.7
CCOCCCn1cc(C(=O)c2cc(Br)ccc2O)cc(C#N)c1=O | 8 | 0.4 | 1.0 | 2 | -0.1 | -41 | 7 | -10 | 1.8
CCCCC(=O)Nc1ccc(NC(=O)CC)cc1OC | 8 | -0.1 | -0.2 | 5 | 1.2 | 16 | 1 | -13 | 0.9
CCOC(=O)/C=C1\SCC(=O)N1CC(=O)NCc1ccc(OC)c(OC)c1 | 4 | -0.5 | 0.8 | -1 | 1.0 | 6 | 2 | -26 | 1.0
C/C(=C\C(=S)Nc1ccccc1)Nc1ccccc1 | -7 | 0.8 | 0.6 | 1 | 3.6 | 15 | 4 | 3 | -0.6
Cc1ccccc1NC(=O)Cn1nnc(-c2ccc(CN3CCC(C)CC3)cc2)n1 | -17 | -0.4 | 0.9 | 3 | 2.9 | -5 | -9 | -38 | 0.7
COC(=O)c1ccc(CSc2nnc3sc4ccccc4n23)o1 | -9 | 0.2 | 0.7 | -2 | -0.1 | 28 | 7 | -7 | 0.0
COc1cccc(/C=N/N2C(=O)NC3(CCCCC3)C2=O)c1O | 18 | 1.0 | 0.9 | -4 | 1.9 | -8 | 0 | 6 | 2.2

Screens as filed in PubChem.
